MsrA act: bovine MsrA enzyme activators, primary screen, biochemical, absorbance, HTS. Methionine sulfoxide reductase A (Bos taurus). purified bovine MsrA, absorbance read-out. activation, % at 10.6 µM. 360,000 compounds, 0.3% hits; in the data active = activation above about 7.5%;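 note: 0% = vehicle and 100% = reference activator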
E coli Lon inh: inhibitors of E. coli Lon protease, primary screen, biochemical, fluorescence polarization | inhibition, % at 7.94 µM | AID 602123, 2011 | purified E. coli Lon protease | 360,000 compounds, 0.42% hits | P0A9M0; in the data active = inhibition above about 13%, passing the limit was not always enough;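 note: 0% = enzyme with probe and DMSO and 100% = no enzyme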
FAS TE block: FAS thioesterase domain inhibitors, primary screen, biochemical, fluorescence intensity, uHTS; Fatty acid synthase (Homo sapiens), P49327; recombinant FAS-TE, OMFH fluorogenic substrate, fluorescence endpoint; inhibition, % at 15 µM; 360,000 compounds, 0.67% hits;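 active = compounds whose normalised, plate-corrected inhibition of enzyme fluorescence in the single-dose primary screen is 50% or more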;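 note: 0% = DMSO with enzyme and 100% = substrate without enzyme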
Target sequence (P49327 whole entry, looked up, the tested form may be a part): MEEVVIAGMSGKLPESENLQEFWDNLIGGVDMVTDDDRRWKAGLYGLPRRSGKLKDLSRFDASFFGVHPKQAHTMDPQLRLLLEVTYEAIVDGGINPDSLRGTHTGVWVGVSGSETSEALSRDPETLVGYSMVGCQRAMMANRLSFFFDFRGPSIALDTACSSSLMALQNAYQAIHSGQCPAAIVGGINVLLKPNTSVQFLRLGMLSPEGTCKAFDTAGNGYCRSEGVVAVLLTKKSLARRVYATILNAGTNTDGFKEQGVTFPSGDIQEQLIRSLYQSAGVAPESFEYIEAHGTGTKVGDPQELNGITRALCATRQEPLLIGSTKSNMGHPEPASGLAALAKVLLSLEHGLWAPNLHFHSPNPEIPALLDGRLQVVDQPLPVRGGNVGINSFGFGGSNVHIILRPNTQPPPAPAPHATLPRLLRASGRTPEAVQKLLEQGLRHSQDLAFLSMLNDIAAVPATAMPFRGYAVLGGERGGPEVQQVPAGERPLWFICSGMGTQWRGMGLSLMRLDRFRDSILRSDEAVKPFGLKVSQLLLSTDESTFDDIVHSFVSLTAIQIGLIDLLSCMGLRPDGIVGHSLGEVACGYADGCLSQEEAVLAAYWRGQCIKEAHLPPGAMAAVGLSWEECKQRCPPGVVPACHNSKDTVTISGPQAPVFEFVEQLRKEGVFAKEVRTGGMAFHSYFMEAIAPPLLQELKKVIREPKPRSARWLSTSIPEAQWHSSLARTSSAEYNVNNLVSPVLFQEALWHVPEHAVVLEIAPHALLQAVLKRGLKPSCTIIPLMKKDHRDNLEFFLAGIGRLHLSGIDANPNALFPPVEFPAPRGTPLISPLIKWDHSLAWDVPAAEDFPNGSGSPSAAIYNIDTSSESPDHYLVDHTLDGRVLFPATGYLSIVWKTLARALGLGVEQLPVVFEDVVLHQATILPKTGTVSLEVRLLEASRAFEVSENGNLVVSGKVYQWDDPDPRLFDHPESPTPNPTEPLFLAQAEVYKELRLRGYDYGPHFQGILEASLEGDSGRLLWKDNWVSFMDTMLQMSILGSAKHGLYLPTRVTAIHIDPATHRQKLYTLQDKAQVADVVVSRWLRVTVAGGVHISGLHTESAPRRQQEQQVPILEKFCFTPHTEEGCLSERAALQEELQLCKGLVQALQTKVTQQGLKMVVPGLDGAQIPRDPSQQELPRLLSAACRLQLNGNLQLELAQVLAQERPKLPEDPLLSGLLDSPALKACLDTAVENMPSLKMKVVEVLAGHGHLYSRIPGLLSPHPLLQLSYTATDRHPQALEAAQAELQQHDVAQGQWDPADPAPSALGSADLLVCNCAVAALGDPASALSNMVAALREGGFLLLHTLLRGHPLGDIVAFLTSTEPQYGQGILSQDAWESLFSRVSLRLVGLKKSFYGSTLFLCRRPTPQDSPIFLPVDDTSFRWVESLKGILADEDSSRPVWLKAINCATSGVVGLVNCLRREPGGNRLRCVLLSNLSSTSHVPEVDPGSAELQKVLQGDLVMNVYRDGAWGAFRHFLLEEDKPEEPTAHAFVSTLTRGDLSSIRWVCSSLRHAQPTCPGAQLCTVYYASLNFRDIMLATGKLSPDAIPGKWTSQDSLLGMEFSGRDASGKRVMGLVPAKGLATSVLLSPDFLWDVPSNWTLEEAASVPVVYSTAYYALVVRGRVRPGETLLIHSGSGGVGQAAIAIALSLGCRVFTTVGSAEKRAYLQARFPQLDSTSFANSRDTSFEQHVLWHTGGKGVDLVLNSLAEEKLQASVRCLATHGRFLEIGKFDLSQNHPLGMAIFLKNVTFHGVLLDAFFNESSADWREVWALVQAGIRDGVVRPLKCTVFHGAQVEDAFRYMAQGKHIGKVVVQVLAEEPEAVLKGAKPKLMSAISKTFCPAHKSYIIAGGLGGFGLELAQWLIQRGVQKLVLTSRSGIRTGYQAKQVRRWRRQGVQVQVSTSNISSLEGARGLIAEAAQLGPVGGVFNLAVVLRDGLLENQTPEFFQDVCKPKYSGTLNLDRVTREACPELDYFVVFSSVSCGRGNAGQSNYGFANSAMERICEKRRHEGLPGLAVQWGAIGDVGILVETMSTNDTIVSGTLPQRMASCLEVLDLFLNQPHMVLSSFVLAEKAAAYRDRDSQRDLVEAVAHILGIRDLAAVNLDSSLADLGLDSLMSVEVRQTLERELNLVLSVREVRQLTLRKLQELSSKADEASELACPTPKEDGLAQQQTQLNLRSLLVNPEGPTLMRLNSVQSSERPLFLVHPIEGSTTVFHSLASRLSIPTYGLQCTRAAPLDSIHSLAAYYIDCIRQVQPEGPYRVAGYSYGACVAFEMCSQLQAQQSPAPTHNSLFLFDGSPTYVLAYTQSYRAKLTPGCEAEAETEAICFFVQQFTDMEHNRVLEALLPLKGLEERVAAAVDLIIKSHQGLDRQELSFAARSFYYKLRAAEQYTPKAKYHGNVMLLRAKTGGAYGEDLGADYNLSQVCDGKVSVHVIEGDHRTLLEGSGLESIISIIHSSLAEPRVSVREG
Rin1-Abl PPI inh: inhibitors of Rin1-Abl protein binding, primary screen, biochemical, TR-FRET. AID 588664, 2011. inhibition, % at 7.35 µM. 360,000 compounds, 0.4% hits; in the data active = inhibition above about 5%, passing the limit was not always enough
MT1-MMP act inh: blockers of MT1-MMP proenzyme processing, primary screen, HT1080 RFP-PRO-GFP cells, GFP/RFP fluorescence; Matrix metalloproteinase-14 (Homo sapiens), P50281; GFP/RFP ratio fluorescence, overnight; percent of plate control window, DMSO zero; GFP/RFP ratio change, % at 20 µM; 360,000 compounds, 0.061% hits;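 active = GFP/RFP ratio change of at least 30% with cell ATP level not reduced by more than half and red fluorescence within 50% of control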; note: strong numbers were not always called active
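system = RFP-PRO-GFP reporter HT1080 cells | dosing = 20 µM single dose, 1% DMSO | timing = overnight cell settling, then overnight compound exposure, 37 °C, 5% CO2 | read-out basis = GFP/RFP fluorescence ratio | controls = DMSO and RFP-L50D-GFP cell wells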
NRP1-CendR mod: modulators of CendR peptide binding to NRP-1, primary screen, biochemical, fluorescence polarization, uHTS; AID 602438, 2012; 360,000 compounds, 0.85% hits; inhibition, % at 25 µM; Neuropilin-1 (Homo sapiens), O14786; FAM-RPARPAR peptide binding to NRP-1;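 active = inhibition or corrected inhibition above about 18%, plus a signal ratio from 0.5 to 1.5, limit read from the data, passing the limit was not always enough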; note: strong numbers were not always called active
PABP1 MLLE inh: inhibitors of PABP1 MLLE–PAM2 peptide binding, primary screen, biochemical, fluorescence polarization, FITC-PAM2, GST-MLLE | Polyadenylate-binding protein 1 (Homo sapiens), P11940 | inhibition, % at 20 µM | 360,000 compounds, 0.36% hits; in the data active = inhibition above about 35%, passing the limit was not always enough;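 note: plate controls were DMSO wells with GST-MLLE for no effect and wells lacking GST-MLLE protein for full effect; some results filed as inactive read as strong as hits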
SKN-1 inh: suppressors of acrylamide-induced Pgst-4::GFP reporter in worms, primary screen, SKN-1 inhibitor project, whole organism, uHTS, GFP/RFP fluorescence ratio, strain VP596; C. elegans VP596 Pgst-4::GFP/RFP ratio, 24 h; inhibition, % at 21.8 µM; 360,000 compounds, 0.49% hits;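 active = interference check ratio from 0.5 to 1.5 plus GFP to RFP signal ratio inhibition reaching or exceeding a fixed threshold, cut at about 30% in these data, passing the limit was not always enough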; note: some compounds called inactive have numbers as strong as hits
Neddyl block: inhibitors of cullin neddylation, primary screen, biochemical, TR-FRET, uHTS, NAE and Ubc12; calls only at 25 µM; AID 651699, 2012; NEDD8-conjugating enzyme Ubc12 (Homo sapiens) + NEDD8-activating enzyme E1 regulatory …; 360,000 compounds, 0.58% hits; in the data active = inhibition above about 36%
Numbers without * were called inactive; i = inactive; nt = no result given; + = active, no number; & = joins results of further samples.

Preview:
item	canonical_smiles	Neddyl block	MT1-MMP act inh	MsrA act	E coli Lon inh	PABP1 MLLE inh
1	Cc1ccc(S(=O)(=O)CCC(=O)NCCN2C(=O)S/C(=C\c3ccccc3)C2=O)cc1	i	-1	-4	-1	12
2	CC(Oc1ccc(Br)cc1)C(=O)Nc1ccc(S(=O)(=O)Nc2nccs2)cc1 (centres undefined)	i	0	-3	1	10

item	SKN-1 inh	NRP1-CendR mod	Rin1-Abl PPI inh	FAS TE block
1	0	11	-7	10
2	23	11	0	3

The list itself, from the start:
item	canonical_smiles	Neddyl block	MT1-MMP act inh	MsrA act	E coli Lon inh	PABP1 MLLE inh
1	Cc1ccc(S(=O)(=O)CCC(=O)NCCN2C(=O)S/C(=C\c3ccccc3)C2=O)cc1	i	-1	-4	-1	12
2	CC(Oc1ccc(Br)cc1)C(=O)Nc1ccc(S(=O)(=O)Nc2nccs2)cc1 (centres undefined)	i	0	-3	1	10
3	Cc1cc(C(=O)CCC(=O)N2CCN(c3ccccc3)CC2)c(C)s1	i	-1	2	-4	3
4	COc1ccc(C2CC(=O)C3=C(C2)NC(C)=C(C(=O)Nc2ccccc2C)C3c2coc3ccc(C)cc3c2=O)cc1OC (centres undefined)	i	-61	-4	-5	-15
5	COc1cc(-c2n[nH]c(=S)n2Cc2ccccc2)cc(OC)c1OC	i	5	-2	-6	-8
6	Cc1c(Cl)cccc1Nc1ccccc1C(=O)O	i	2	-6	-3	-4
7	CCOc1c(Br)cc(CNc2ccc(N3CCN(C(C)=O)CC3)cc2)cc1OC	i	-4	2	1	-4
8	CCN(CC)S(=O)(=O)c1cccc(NC(=O)COC(=O)C2CC3C=CC2C3)c1 (centres undefined)	i	-8	-2	-8	-8
9	NC1=NC(=Nc2ccc(S(=O)(=O)N3CCOCC3)cc2)c2ccccc21	i	-2	-4	-11	1
10	O=C(CN1CCCC1)Nc1ccc(OC(F)(F)F)cc1	i	-2	-3	-3	-2

item	SKN-1 inh	NRP1-CendR mod	Rin1-Abl PPI inh	FAS TE block
1	0	11	-7	10
2	23	11	0	3
3	4	-2	0	5
4	5	-14	1	17
5	7	7	4	-3
6	7	-12	2	-2
7	-3	4	-3	2
8	0	-16	-1	14
9	-4	-5	2	-1
10	-4	7	1	-3

(more compounds)
item	canonical_smiles	Neddyl block	MT1-MMP act inh	MsrA act	E coli Lon inh	PABP1 MLLE inh
11	O=C(NCc1cccnc1)c1ccc(NS(=O)(=O)c2ccccc2)cc1	i	-2	-1	-8	1
12	O=C(CSc1nc2ccccc2c(=O)n1CCCN1CCOCC1)c1c[nH]c2ccccc12	i	-10	-8	-4	-6
13	CCCCOCCCNC(=O)N[C@H](C(=O)O)C(C)CC (some centres undefined)	i	2	-4	6	19
14	CC(=O)N1CCc2cc(S(=O)(=O)N3CCOCC3)ccc21	i	5	-1	-5	9
15	O=S(=O)(Nc1ccc2cn[nH]c2c1)c1ccc(C(F)(F)F)cc1	i	3	5	-3	9
16	O=C(c1ccccc1)N1N=C(c2ccccc2)CC1c1ccccc1 (centres undefined)	i	-8	-13	3	-2
17	Cc1sc2ncnc(NCC(c3ccco3)N3CCCC3)c2c1C (centres undefined)	i	3	1	-3	-4
18	COc1ccc(CNC(=O)Cc2cn(C)c3ccccc23)c(OC)c1	i	1	-3	-6	-3
19	COCCOC(=O)C1=C(C)Nc2nc(C)nn2C1c1ccccc1 (centres undefined)	i	6	-13	4	-4
20	COCCNS(=O)(=O)c1cccc2cccnc12	i	-1	-2	2	1

item	SKN-1 inh	NRP1-CendR mod	Rin1-Abl PPI inh	FAS TE block
11	-8	1	3	-1
12	-3	-5	2	-4
13	-1	14	0	-8
14	-18	13	-1	-10
15	5	-1	-2	-3
16	5	-3	2	18
17	10	-4	3	0
18	-6	4	2	-8
19	-32	37*	-3	-5
20	9	8	2	-3

Next section.
item	canonical_smiles	Neddyl block	MT1-MMP act inh	MsrA act	E coli Lon inh	PABP1 MLLE inh
21	CC(C)CN(C(=O)COC(=O)CCc1c[nH]c2ccccc12)C1CCS(=O)(=O)C1 (centres undefined)	i	-4	-5	0	-2
22	CCCCC(c1nnnn1CC1CCCO1)N1CCN(Cc2ccccc2)CC1 (centres undefined)	i	0	-5	-8	5
23	O=C(Cc1cccc2ccccc12)NNC(=O)Nc1cccc(Cl)c1	i	4	-11	2	9
24	Cc1cc(NC(=O)CN2C(=O)/C(=C/c3cccc(Br)c3)SC2=S)no1	i	18	-3	1	-47
25	COc1ccc([C@H]2CN(c3ccc(OC)cc3)C(=O)[C@@H]2CC(=O)Nc2ccccc2)cc1	i	4	-4	-4	1
26	CC(C)CN(C(=O)COC(=O)c1nc(Cl)ccc1Cl)c1c(N)n(Cc2ccccc2)c(=O)[nH]c1=O	i	-1	-3	6	-8
27	Cc1ccc(S(=O)(=O)N2c3ccc(S(N)(=O)=O)cc3CC2C)cc1 (centres undefined)	i	1	4	-2	3
28	CCC(C)NC(=O)CC(NS(=O)(=O)c1ccc(NC(C)=O)cc1)C(C)C (centres undefined)	i	-2	-4	4	-1
29	COc1ccc(Cl)cc1N(CC(=O)N1CCCCC1)S(C)(=O)=O	i	0	-3	0	9
30	CCCCC(=O)Nc1ccc(NC(=O)c2cc(OC)c(OC)c(OC)c2)cn1	i	3	-3	0	1

item	SKN-1 inh	NRP1-CendR mod	Rin1-Abl PPI inh	FAS TE block
21	12	-1	4	-6
22	3	-5	2	-6
23	0	-6	4	-4
24	28	-20	-5	-3
25	15	-6	0	11
26	17	13	-1	3
27	4	22*	-2	3
28	-2	-6	-4	-4
29	3	8	0	-4
30	-14	4	-2	-4

Profiles, quoted from the list:
CCC(C)NC(=O)CC(NS(=O)(=O)c1ccc(NC(C)=O)cc1)C(C)C (centres undefined) in the list: Neddyl block: i; MT1-MMP act inh: -2; MsrA act: -4; E coli Lon inh: 4; PABP1 MLLE inh: -1; SKN-1 inh: -2; NRP1-CendR mod: -6; Rin1-Abl PPI inh: -4; FAS TE block: -4
CCOc1c(Br)cc(CNc2ccc(N3CCN(C(C)=O)CC3)cc2)cc1OC in the list: Neddyl block: i; MT1-MMP act inh: -4; MsrA act: 2; E coli Lon inh: 1; PABP1 MLLE inh: -4; SKN-1 inh: -3; NRP1-CendR mod: 4; Rin1-Abl PPI inh: -3; FAS TE block: 2
COc1ccc(Cl)cc1N(CC(=O)N1CCCCC1)S(C)(=O)=O in the list: Neddyl block: i; MT1-MMP act inh: 0; MsrA act: -3; E coli Lon inh: 0; PABP1 MLLE inh: 9; SKN-1 inh: 3; NRP1-CendR mod: 8; Rin1-Abl PPI inh: 0; FAS TE block: -4

(listing goes on)
item	canonical_smiles	Neddyl block	MT1-MMP act inh	MsrA act	E coli Lon inh	PABP1 MLLE inh
31	N#C/C(=N\O)c1nc(-c2ccccc2)cs1	i	-1&-2	1&-5	7&-4	-1&2
32	Cc1ccc2nc(SCC(=O)Nc3ccc(C)c([N+](=O)[O-])c3)[nH]c2c1	i	2	-7	7	-125
33	O=C(c1ccc(NS(=O)(=O)c2ccc3c(c2)OCCO3)cc1)N1CCCCC1	i	-5	-5	-8	-2
34	COc1ccc(CCNC(=O)CSc2ccsc2[N+](=O)[O-])cc1OC	i	1	-8	2	5
35	Cc1ccc(C(OC(=O)c2ccco2)C(=O)NCc2cccs2)cc1 (centres undefined)	i	3	-5	-7	-2
36	CCc1ccc(-n2nnnc2SCC(=O)Nc2ccc(NC(C)=O)cc2)cc1	i	-3	-2	0	-6
37	CCN(CCNC(=O)c1ccc(C#N)cc1)c1cccc(C)c1	i	-1	-3	-9	-3
38	Cc1ccc(C(=O)CSc2nccn2-c2ccccc2)cc1	i	5	-5	-13	-28
39	CCOC(=O)c1c(NC(=O)C2CCCO2)sc(C)c1C (centres undefined)	i	0	-3	-1	-7
40	Cc1ccc(S(=O)(=O)/N=C(\CN2CCCCC2)N2CCOCC2)cc1	i	-1	-1	-1	-3

item	SKN-1 inh	NRP1-CendR mod	Rin1-Abl PPI inh	FAS TE block
31	31&-1	-1&-13	2&-3	-40&-23
32	-11	0	0	32
33	6	-7	0	-1
34	4	2	1	-3
35	-8	3	2	0
36	1	15	4	11
37	5	-4	7	6
38	32	-14	3	-6
39	19	1	-2	6
40	9	4	4	-4

(more compounds)
item	canonical_smiles	Neddyl block	MT1-MMP act inh	MsrA act	E coli Lon inh	PABP1 MLLE inh
41	COc1cc2nc(CN3C(=O)c4ccccc4C3=O)oc(=O)c2cc1OC	i	5	-1	-1	3
42	CP(C)(=O)CCP(=O)(c1ccccc1)c1ccccc1	i	-9	-5	-4	-3
43	CCOC(=O)N1CCN(C(=O)CCn2nc(-c3ccccc3)ccc2=O)CC1	i	1	-2	4	9
44	N#CCCN(C(=O)CSc1nnc(-c2ccncc2)n1C1CC1)c1ccccc1	i	-1	-2	3	1
45	S=c1[nH]nc(-c2cccnc2)n1-c1ccc2c(c1)OCCO2	i	0	2	-3	4
46	O=C(CSc1ncccn1)Nc1ccc2c(c1)OCO2	i	-2	-4	-1	7
47	O=C(CC1CCCCC1)N1CCCC(c2nc(-c3ccc(S(=O)(=O)N4CCCC4)cc3)no2)C1 (centres undefined)	i	-11	2	-2	-7
48	CCc1nc2ccc(C(=O)NCCCn3ccnc3)cn2c1N(C)Cc1ccc(OC)cc1	i	0	-2	4	-1
49	Cc1ccccc1C(=O)Nc1nc2n(n1)C(c1ccccc1)CC(=O)N2 (centres undefined)	i	3	2	0	-3
50	CC(=O)Nc1ccc(-c2ccc(NC(C)=O)cc2)cc1	i	3	-9	4	-3

item	SKN-1 inh	NRP1-CendR mod	Rin1-Abl PPI inh	FAS TE block
41	-2	5	-2	-6
42	-7	-10	-1	-8
43	-1	15	-2	-11
44	14	6	1	-3
45	-6	4	2	-4
46	-7	4	-2	-7
47	11	-4	1	32
48	-4	-9	-3	-8
49	4	-5	4	-5
50	-12	6	4	-6

Following part.
item	canonical_smiles	Neddyl block	MT1-MMP act inh	MsrA act	E coli Lon inh	PABP1 MLLE inh
51	COc1cc(NS(=O)(=O)c2ccc(NC(=O)c3ccco3)cc2)nc(OC)n1	i	-1	-2	-4	-3
52	O=C(CN1C(=O)c2ccccc2C1=O)NN1C(=O)c2ccccc2C1=O	i	-1	-11	-5	-3
53	Cc1noc(N)c1C(=O)Nc1ccccc1F	i	7	4	-2	-5
54	COC(=O)c1sc2nc(N3CCCCC3)c3c(c2c1N)CCCC3	i	-4	4	-12	0
55	COc1ccc2c(C)c(Cc3ccccc3)c(=O)oc2c1OC	nt	3	-1	-2	-14
56	CN(C)CCCNC(=O)CCc1ncc(C(F)(F)F)cc1Cl	i	-1	-7	7	-2
57	Cc1oc(-c2cccs2)nc1CSCC(=O)NC1CC1	+	-3	3	-2	8
58	c1ccc(-c2csc(Nc3ccc4c(c3)OCCO4)n2)cc1	i	0	-4	-10	15
59	CCS(=O)(=O)n1nc(-c2ccccc2)cc1N	i	1	-2	4	-4
60	CCCCn1nc(C(=O)Nc2cc(S(=O)(=O)N(C)C)ccc2C)c2ccccc2c1=O	i	-9	-11	-13	-3

item	SKN-1 inh	NRP1-CendR mod	Rin1-Abl PPI inh	FAS TE block
51	4	3	5	-9
52	-11	-3	1	-7
53	12	11	-1	-6
54	21	-11	-4	32
55	-7	0	1	9
56	-14	0	3	-4
57	6	-2	-3	-1
58	-6	8	-2	13
59	-2	4	-1	-5
60	-10	-5	2	2

Source: PubChem BioAssay (several laboratories)
